Compound activity as filed in PubChem BioAssay.
NS5 inhibitors = Dengue-2 NS5 methyltransferase inhibitors, primary screen, biochemical, confirmation dose response (AID 588689) | inhibition, % at 25 µM; hits with a dose series show IC50 in µM | 340,000 tested, 0.3% active | Dengue-2 NS5 methyltransferase capping enzyme assay, biochemical; higher % means a stronger effect; in the data active means a potency from the dose series; inconclusive means inhibition above about 29% without an active follow-up result
Salmonella PhoP GFP = PhoP-dependent GFP reporter repression – Salmonella Typhimurium, primary screen (AID 1863). S. Typhimurium PhoP-regulated promoter GFP reporter, 4 h; higher % means a stronger effect. inhibition, % at 50 µM, or IC50 in µM where a hit was titrated. 300,000 tested, 0.16% active;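 active means inhibition over 29.93%, a cutoff 3 SD above the screen mean, later confirmed by dose response; inconclusive means inhibition over 29.93% but no dose response follow-up; inactive means inhibition at most 29.93% or unconfirmed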;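 further: 0% = low Mg2+ inducing control and 100% = high Mg2+ repressing control; strong numbers were not always called active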
West Nile virus CPE = West Nile virus antiviral activity, cell-based, CPE readout (AID 1621); West Nile virus-infected cells, CPE inhibition; higher % means a stronger effect; 290,000 tested, 0.02% active; one-dose CPE inhibition, % at 10 µM; IC50 in µM for titrated hits; in the data active means a potency from the dose series; inconclusive means CPE inhibition mostly from about 3.7% at the one dose, without a potency; inactive means the rest, 99 in 100 with CPE inhibition below about 2.2%; further: strong numbers were not always called active
RSV antiviral HEp-2 = inhibition of RSV-induced cytopathic effect – HEp-2 cells, primary 10 µM value included (AID 2391) | HEp-2 cells, RSV-induced CPE inhibition; higher % means a stronger effect | CPE inhibition, % at 10 µM; hits with a dose series show IC50 in µM | 310,000 tested, 0.13% active; in the data active means a potency from the dose series; inconclusive means CPE inhibition mostly from about 23% at the one dose, without a potency; inactive means the rest, 99 in 100 with CPE inhibition below about 21%; further: strong numbers were not always called active
SV40 large T antigen = SV40 large T antigen inhibitors, biochemical (AID 1903) | 310,000 tested, 0.39% active | inhibition, % at 20 µM, or IC50 in µM where a hit was titrated | SV40 large T antigen ATPase/helicase inhibition assay; higher % means a stronger effect; in the data active means a potency from the dose series; inconclusive means inhibition mostly from about 32% at the one dose, without a potency; inactive means the rest, 99 in 100 with inhibition below about 32%; further: strong numbers were not always called active
Rac1 GTP hydrolysis = MgcRacGAP GTPase-activating activity inhibitors, confirmation, biochemical, ADP Hunter fluorescence; MgcRacGAP-stimulated Rac1 GTP hydrolysis, ADP Hunter fluorescence; higher % means a stronger effect; GST-tagged Rac1 F28L mutant substrate; inhibition, % at 30 µM; hits with a dose series show IC50 in µM; 340,000 tested, 0.6% active; AID 624330;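 active means first-screen hits whose inhibition reached a set limit at any dose in the follow-up dose series; inconclusive means inhibition above the set first-screen limit but never retested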;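 further: fluorescence reports GDP produced by GAP-driven GTP hydrolysis; strong numbers were not always called active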
NTR1 ag = NTR1-driven beta-arrestin-GFP spot formation – imaging, U2OS cells, high content, primary screen (AID 493036). activation, % at 20 µM. P30989. 330,000 tested, 0.17% active. agonist mode;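 active means activation at or above 40% of the spot to cytoplasm intensity ratio, with at least 20 cells analyzed; inconclusive means wells under 20 cells, flagged as cytotoxic or low count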;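 further: 0% = DMSO without peptide and 100% = 100 nM NTR1 peptide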
Target sequence (P30989 whole entry, looked up): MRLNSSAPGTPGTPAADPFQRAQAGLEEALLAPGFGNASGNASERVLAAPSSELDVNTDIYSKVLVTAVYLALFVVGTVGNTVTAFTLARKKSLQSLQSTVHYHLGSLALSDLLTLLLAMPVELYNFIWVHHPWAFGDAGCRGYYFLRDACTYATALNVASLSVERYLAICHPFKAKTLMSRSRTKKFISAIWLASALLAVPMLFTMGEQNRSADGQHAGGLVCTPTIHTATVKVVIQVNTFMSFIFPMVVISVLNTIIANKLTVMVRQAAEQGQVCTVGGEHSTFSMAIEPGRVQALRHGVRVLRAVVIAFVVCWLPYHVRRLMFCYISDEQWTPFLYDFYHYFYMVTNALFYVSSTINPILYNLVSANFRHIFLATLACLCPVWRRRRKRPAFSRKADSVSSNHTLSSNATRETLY
UTI89 phage lysis = protection from phage-mediated lysis, alamar blue read-out – E. coli UTI89, K1F phage, bacterial capsule biogenesis inhibitors (AID 488966); E. coli UTI89 K1F phage lysis, alamar blue, 2 h; higher % means a stronger effect; one-dose inhibition, % at 100 µM; IC50 in µM for titrated hits; 340,000 tested, 0.02% active;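 active means phage lysis inhibition, versus mean bacterial control, above a set limit; inconclusive means no clear call, values can overlap the other calls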;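 further: capsule biogenesis inhibitors block K1F phage lysis so surviving cells raise fluorescence; higher fluorescence means more inhibition of phage lysis; actives were called in the ten point dose series up to 300 µM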
T cell modulator = T cell immune modulation candidate; 2C CD8+ T cell-vesicle binding, flow cytometry; hits give low values; calls only at 7 µM; 330,000 tested, 0.068% active; AID 2052;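 active means response, share of CD8 T cells binding vesicles, and their 90th percentile fluorescence all below set limits, cut at about 80% in these data, passing the limit was not always enough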
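Assay system: 2C TCR transgenic mouse naive CD8+ T cells, MACS-purified | Read-out: CD8+ gate FL2 mean fluorescence as % of same-row positive control | Signal: High-throughput flow cytometry with anti-B7-1 and anti-CD8 staining | Timing: Binding step 1.5 h, 37 °C, antibody labelling 20 min, ice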
T cell modulator vesicle-bound % = also measured in T cell modulator; calls as there; double positive events, %; measured here: CD8+ vesicle-bound cell fraction;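 binding gate set so that unloaded-vesicle control wells show 10% double positive cells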
NTR1 ag cell count 20 µM = also measured in NTR1 ag; calls as there; cell count; measured here: cell count, cytotoxicity flag
NS5 inhibitors pilot replicate = also measured in NS5 inhibitors; calls as there; inhibition, %; measured here: pilot screen replicate inhibition
The depositor's hits bear a star; i = inactive; ? = inconclusive; nt = no result given; [ ] = remark or other dose.

SMILES	NS5 inhibitors	Salmonella PhoP GFP	West Nile virus CPE	RSV antiviral HEp-2	SV40 large T antigen	Rac1 GTP hydrolysis	NTR1 ag	NTR1 ag cell count 20 µM	UTI89 phage lysis	T cell modulator	T cell modulator vesicle-bound %	others
Cc1ccc(CN2CCN(Cc3nc4ccccc4nc3C)CC2CCO)cc1 (stereo not given)	6%	12%	-0.7%	2.4%	7%	12%	2.4	71	0.4%	i	43
CCOc1ccc(Cl)cc1S(=O)(=O)N1CCN(c2ccc(C)c(C)c2)CC1	-4%	3%	-0.5%	19%	14%	6%	2.4	78	0.2%	i	8	NS5 inhibitors pilot replicate=0.6
C=Cn1c(N2CCOCC2)nc2c1c(=O)[nH]c(=O)n2C	nt	-9%	0.6%	17%	4%	-1%	0.2	54	0.0%	i	31
CN=C1SC(CC(=O)Nc2ccccc2F)C(=O)N1/N=C/c1ccc(O)c(OC)c1 (stereo not given)	-9%	-3%	-1.4%	1.1%	9%	10%	0.2	68	-0.2%[50 µM]	i	36
FC(F)(F)c1ccccc1CN1CCC(Cc2ccccc2)CC1	nt	0%	0.8%	0.6%	12%	20%	1.8	75	0.7%	i	60
N/C(=N\OC(=O)/C=C/c1ccccc1Cl)c1cccnc1	nt	-10%	-0.1%	3.3%	2%	nt	-0.4	70	nt	i	8
CN(C(=O)C1CCOC1)c1nnc(-c2ccccn2)s1 (stereo not given)	-5%	9%	0.1%	1.9%	-4%	0%	-2.9	85	1.4%	i	38
CC(C)(C)Cc1nnc(NC(=O)c2ccco2)s1	1%	6%	-0.2%	2.0%	-1%	7%	0.7	53	0.3%	i	20
COc1ccc(NC(=O)c2cccc(NC(=O)C(C)C)c2)c([N+](=O)[O-])c1	1%	9%	-1.4%	3.1%	10%	-2%	2.0	51	2.0%	i	34
CCOC(=O)c1cn(CC2CC2)c2cc(F)c(F)cc2c1=O	-3%	-1%	0.1%	-1.2%	3%	4%	0.1	42	-0.5%	i	72
COC(=O)c1c(C)nc(C)c(C(=O)OC)c1-c1ccsc1	nt	-9%	0.5%	nt	0%	nt	-0.9	42	nt	i	24
O=C(Cn1nnc(-c2ccccc2)n1)N/N=C/c1cc([N+](=O)[O-])c(Cl)cc1Cl	7%	3%	-0.2%	2.1%	8%	3%	-0.5	100	-0.2%	i	57
Cc1cccn2cc(-c3cc4ccccc4oc3=O)nc12	4%	-1%	0.9%	3.5%	15%	4%	-0.3	56	0.3%	i	24
Cc1ccc(S(=O)(=O)/N=C(\c2ccc(Cl)cc2)N2CCOCC2)cc1	-1%	-3%	0.1%	0.7%	10%	11%	2.6	58	4.1%[50 µM]	i	30
C[n+]1ccccc1C1CCCC/C1=N\Nc1ccc([N+](=O)[O-])cc1[N+](=O)[O-] (stereo not given)	-3%	14%	-0.6%	0.8%	13%	8%	1.2	74	0.5%[50 µM]	i	3
O=C(O)CCC(=O)NNC(=O)c1cccs1	-6%	-3%	0.5%	2.3%	-4%	2%	-2.0	62	0.2%	i	29
CCCCNC(=O)CSc1nc2ccc(NC(=O)CSc3nnc(N)s3)cc2s1	4%	0%	-0.3%	14%	12%	2%	3.0	44	1.6%	i	47
NC(=O)NCC(=O)N1CCC(C(O)(c2ccccc2)c2ccccc2)CC1	6%	-5%	0.2%	0.8%	12%	9%	1.3	56	1.7%[50 µM]	i	40
COc1ccc(-c2cc(C(F)(F)F)nc(S(=O)(=O)CCCC(=O)Nc3cccnc3Cl)n2)cc1OC	-18%	-3%	?	nt	24%	-4%	nt	nt	-0.5%	nt	nt
CN(C)c1ccc(S(=O)(=O)N2CCCCC2)cc1NC(=O)CN1C(=O)NC(C)(c2ccccc2)C1=O (stereo not given)	1%	4%	nt	1.0%	-1%	3%	0.6	60	0.7%[50 µM]	i	29

Filtered by structure, the entries above containing an aryl methoxy group (3)
SMILES	NS5 inhibitors	Salmonella PhoP GFP	West Nile virus CPE	RSV antiviral HEp-2	SV40 large T antigen	Rac1 GTP hydrolysis	NTR1 ag	NTR1 ag cell count 20 µM	UTI89 phage lysis	T cell modulator	T cell modulator vesicle-bound %	others
CN=C1SC(CC(=O)Nc2ccccc2F)C(=O)N1/N=C/c1ccc(O)c(OC)c1 (stereo not given)	-9%	-3%	-1.4%	1.1%	9%	10%	0.2	68	-0.2%[50 µM]	i	36
COc1ccc(NC(=O)c2cccc(NC(=O)C(C)C)c2)c([N+](=O)[O-])c1	1%	9%	-1.4%	3.1%	10%	-2%	2.0	51	2.0%	i	34
COc1ccc(-c2cc(C(F)(F)F)nc(S(=O)(=O)CCCC(=O)Nc3cccnc3Cl)n2)cc1OC	-18%	-3%	?	nt	24%	-4%	nt	nt	-0.5%	nt	nt

Retrieved by compound from the list above (3):
SMILES	NS5 inhibitors	Salmonella PhoP GFP	West Nile virus CPE	RSV antiviral HEp-2	SV40 large T antigen	Rac1 GTP hydrolysis	NTR1 ag	NTR1 ag cell count 20 µM	UTI89 phage lysis	T cell modulator	T cell modulator vesicle-bound %	others
NC(=O)NCC(=O)N1CCC(C(O)(c2ccccc2)c2ccccc2)CC1	6%	-5%	0.2%	0.8%	12%	9%	1.3	56	1.7%[50 µM]	i	40
CCOC(=O)c1cn(CC2CC2)c2cc(F)c(F)cc2c1=O	-3%	-1%	0.1%	-1.2%	3%	4%	0.1	42	-0.5%	i	72
Cc1ccc(CN2CCN(Cc3nc4ccccc4nc3C)CC2CCO)cc1 (stereo not given)	6%	12%	-0.7%	2.4%	7%	12%	2.4	71	0.4%	i	43

The listing continues.
SMILES	NS5 inhibitors	Salmonella PhoP GFP	West Nile virus CPE	RSV antiviral HEp-2	SV40 large T antigen	Rac1 GTP hydrolysis	NTR1 ag	NTR1 ag cell count 20 µM	UTI89 phage lysis	T cell modulator	T cell modulator vesicle-bound %	others
CSc1ccccc1NC(=O)c1ccc(N2CC3CC(C2)c2cccc(=O)n2C3)c(NC(=O)c2ccncc2)c1 (stereo not given)	-6%	-3%	0.1%	-0.7%	8%	9%	-1.3	71	0.5%	i	12
Cc1ccc(SCCN2CCN(CC(C)C)CCC2=O)cc1	-11%	-2%	-0.2%	nt	nt	10%	-0.6	89	1.2%	nt	nt
CCn1cc(/C=C2\SC(=O)N(CC(=O)Nc3ccc4c(c3)OCO4)C2=O)c2ccccc21	10%	-1%	-0.2%	3.2%	5%	10%	-0.5	35	0.7%	i	46
OCC1(CCc2ccccc2)CCN(Cc2cccn2-c2cccnc2)CC1	-1%	-3%	-1.0%	-1.0%	5%	2%	0.6	76	-2.6%	i	52
CN(C)c1cccc(C(=O)OCC(=O)N(C)c2ccccc2)c1	-6%	-4%	0.2%	4.0%	1%	6%	2.4	35	0.2%	i	24
Cc1cccc(C)c1NC(=O)CNC(=O)CCC(=O)N1CCOCC1	-3%	-6%	nt	2.0%	2%	-6%	-1.8	68	0.6%[50 µM]	i	54
O=C(CSc1nnc(C2CC2)n1-c1ccccc1)NCc1ccco1	7%	8%	0.2%	1.2%	4%	13%	-1.2	36	0.4%	i	18
C=CCc1cccc(/C=N/NC(=O)CNc2cccc3ccccc23)c1O	-1%	22%	-1.6%	8.1%	-10%	4%	6.2	34	-0.4%	i	18
COc1cc2c(cc1OC)C1=C(C#N)CCC(=O)N1CC2	4%	4%	0.7%	-1.2%	14%	3%	-4.8	72	1.0%	i	32
CS(=O)(=O)N1CCC(C(=O)c2cccc(Cl)c2)CC1	0%	2%	1.1%	0.4%	-4%	-1%	2.3	57	7.1%	i	45
CC(C)(C)NC(=O)Cn1c(SCC(=O)NC2CC2)nc2ccccc21	7%	3%	-0.4%	0.9%	-14%	9%	-1.9	40	0.1%	i	21
CCOC(=O)c1c(-c2ccc(F)cc2)csc1NC(=O)C1CCCO1 (stereo not given)	-5%	5%	0.1%	17%	6%	14%	1.8	78	0.1%	i	58
O=S(=O)(NCc1ccc(F)cc1)c1ccc2c(c1)OCCO2	-7%	3%	-0.4%	-0.6%	16%	-4%	-3.4	84	-0.2%	i	16
O=C(Nc1nc(-c2cccc3ccccc23)cs1)c1cnccn1	-2%	-8%	1.0%	7.8%	16%	8%	1.0	45	2.0%	i	46
S=c1[nH]c(-c2ccccc2)cn1/N=C/c1ccc(Br)cc1	-1%	4%	-0.3%	-0.5%	22%	-4%	1.7	42	-0.3%	i	18
Cc1ccc(N2C(=O)[C@@H]3[C@H](C2=O)[C@H]2C=C(C(=O)c4ccccc4)C=CN2[C@@H]3C(=O)c2ccc(Cl)cc2)cc1	-14%	2%	0.8%	1.7%	16%	2%	2.2	90	0.2%	i	62
O=C(NCc1ccco1)Nc1ccc(OC(F)(F)F)cc1	-9%	-8%	-0.5%	1.6%	6%	10%	1.0	32	0.4%	i	25
Cc1ccc2c(c1)sc[n+]2Cc1ccccc1	-2%	3%	-0.9%	-1.4%	26%	23%	-1.1	67	2.8%	i	49
Cc1cccc(Oc2ccccc2NC(=O)CN2C(=O)NC3(CCCC3)C2=O)c1	-8%	-6%	nt	-0.7%	7%	6%	-0.4	70	0.5%[50 µM]	i	24
O=C(c1ccsc1)N1CCCC(Nc2ccc(F)c(F)c2)C1 (stereo not given)	-6%	2%	-0.2%	0.6%	-1%	-6%	-0.6	56	1.1%	i	23
CCCCC(CC)CO (stereo not given)	-4%	nt	nt	nt	nt	0%	8.3	46	2.3%	i	12
CCn1nnnc1SCC(=O)NCc1ccco1	-6%	-3%	0.0%	0.4%	7%	7%	0.2	91	0.0%	i	39
COc1ccc(OCCCC(=O)OCC(=O)NNC(=O)c2ccc([N+](=O)[O-])cc2)cc1	-9%	-9%	nt	6.3%	12%	6%	1.0	61	1.6%[50 µM]	i	44
CCCCC(c1nnnn1CC1CCCO1)N1CCN(c2cc(Cl)ccc2C)CC1 (stereo not given)	-5%	2%	-0.6%	nt	-5%	1%	nt	nt	0.3%	nt	nt
O=C(C[n+]1ccc(CCSc2ccc(F)cc2)cc1)c1ccccc1	-63%	7%	-0.5%	2.8%	24%	?	-3.0	81	?	i	53
COc1ccc([N+](=O)[O-])cc1N(CC1CO1)S(=O)(=O)c1ccc(C)cc1 (stereo not given)	-4%	-2%	-1.2%	-1.4%	19%	4%	0.4	34	0.0%	i	52
